Statin myotox sup: protects C2C12 myotubes from simvastatin toxicity. 330,000 compounds, 0.78% hits. ATP luminescence, 48 h; scaled: DMSO 0, geranylgeraniol control 100. rescue of ATP level, % at 7.49 µM;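 active means mean ATP rescue above about 67%, or every replicate alone reaching that limit, limit read from the data, passing the limit was not always enough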;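 further: myotubes were challenged with 10 µM simvastatin during compound exposure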
FN deposit inh: fibronectin deposition inhibition; 350,000 compounds, 0.086% hits; AID 743247; inhibition, % at 12.6 µM; AH1F fibroblasts, Alexa488-fibronectin deposition fluorescence, overnight;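 active means mean inhibition across replicates of 30% or more, regardless of how many single replicates reach that level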;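 further: positive control wells lacked labelled fibronectin entirely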
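Test system: AH1F fibroblast monolayer depositing Alexa488-labelled fibronectin into matrix. Input: 10000 cells per well. Technique: fluorescence, ex 485 nm, em 525 nm. Buffer or medium: DMEM plus 2% serum, read in PBS. Timing: 1 h cell adhesion before compound, then overnight fibronectin incubation. Compound: single dose, pinned. Read-out basis: inhibition from reduced deposited-fibronectin fluorescence.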
Cneo AK release: causes C. neoformans cell lysis | adenylate kinase release luminescence, 4 h; normalised: neutral wells 0, clomiphene wells 100 | lysis activity, % at 15 µM | 360,000 compounds, 0.2% hits | AID 651654;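 active means mean lysis activity across replicates of at least 80%, whatever share of replicates individually reach that level; inactive means mean lysis activity below 80%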
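Material: C. neoformans cells; Schedule: 4 h static compound exposure, 37 °C, read 1 h post-reagent; Measured by: adenylate kinase release luminescence; Read-out: signal increase indicating cell lysis; Controls: Clomiphene as positive lysis control.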
CFTR F508del cor: CFTR F508del correction in bronchial cells; AID 720511; activity (quench increase), % at 7.58 µM; CFBE cells, YFP halide quenching; stimulated with forskolin plus potentiator P3; % fluorescence drop versus neutral controls; 350,000 compounds, 0.36% hits;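 active means mean added fluorescence quench of at least 8% versus neutral control, with both replicates also reaching 8%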;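 further: cells transiently co-express mutant CFTR-F508del with the halide-sensitive YFP; corrector assay measuring rescue of mutant channel to the surface after 24 h compound exposure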
PGC1a acetyl inh: lowers PGC1a acetylation signal in U2OS cells; AlphaScreen anti-acetyl-lysine; with virally co-expressed GCN5 acetyltransferase; inhibition, % at 15.6 µM; 350,000 compounds, 0.17% hits; AID 651687;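 active means every replicate shows inhibition of at least 40%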;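 further: 0% = neutral control wells and 100% = positive control wells; some results beyond the cut were filed as inactive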
GSIS activator: GLuc luminescence reporter in INS-1E cells, primary screen for activators of glucose-dependent secretion of insulin | activation, % at 16.6 µM | INS-1E GLuc reporter insulin secretion, 2-3 h | 370,000 compounds, 0.61% hits;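 active means lowest replicate activation of at least 40%, so every replicate reaches that level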;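 further: 0% = median of neutral control wells and 100% = median of IBMX positive control wells; some compounds called inactive have numbers as strong as hits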
miR122 inh: inhibitors of miR-122 in Huh7 cells; AID 602342; 340,000 compounds, 0.3% hits; activation (reporter increase), % at 12.5 µM; Huh7 miR-122 Renilla luciferase sensor, 48 h; neutral wells = 0, positive control = 100;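 active means mean replicate activation score at least 90 and every replicate individually at or above 90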;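 further: higher luciferase means less miR-122 activity so hits act as miR-122 inhibitors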
PglD inh: blocks C. jejuni PglD acetyltransferase activity; inhibition, % at 12.5 µM; purified PglD enzyme, DTNB colorimetric CoA detection; 360,000 compounds, 0.098% hits; in the data active means inhibition above about 16%, passing the limit was not always enough; further: strong numbers were not always called active
* = called active by the depositor; x = no result given; & = joins results of further samples; [ ] = remark or other dose.

nr	Molecule	PglD inh	miR122 inh	Statin myotox sup	CFTR F508del cor	GSIS activator	FN deposit inh	PGC1a acetyl inh	Cneo AK release
1	N#Cc1ccc(-c2ccc3c(c2)[C@@H]2[C@@H](CCN2C(=O)CN2CCOCC2)[C@@H](CO)N3)cc1	-5.7	-0.6[16.7 µM]	4.7	3.7	38.4	-6.0	-2.7	-4.3
2	CO[C@H]1CN(C)C(=O)c2ccc(NC(=O)Nc3cccc(F)c3)cc2OC[C@H](C)N(C(C)=O)C[C@H]1C	-0.4	x	-16.2	-2.8	-9.1	-3.3	3.8	-3.2
3	CCN1CCN(S(=O)(=O)c2ccc3ccccc3c2)CC1	5.3	12.5	3.0	1.9	9.3	x	-0.8	-0.9
4	Cc1cc(C)n(-c2nc(NCCN(C)C)c3c4c(sc3n2)COC(C)(C)C4)n1	6.6	-6.4	x	-5.8	-7.5	-6.5	24.7	-2.9
5	CCc1cc2cc3c(cc2nc1SCC(=O)N1CCN(C(=O)c2ccco2)CC1)OCO3	-2.5	12.4	-12.6	x	-17.8	x	0.4	-0.2
6	COc1cc2c(cc1NC(=O)c1cccc([N+](=O)[O-])c1C)oc1ccccc12	-3.8	5.0	-56.1	-0.3	x	x	-7.5	8.2
7	O=C(CN1CCN(c2ccccc2F)CC1)NCc1ccccc1	0.6	-8.3	-2.8	-0.6	x	6.1	7.5	-1.0
8	CCc1nc(C)cn1S(=O)(=O)c1ccc(Br)cc1	1.7	-6.2	4.5	-4.2	18.0	-2.0	x	0.2
9	Cc1ccc(-c2cn(CCC(=O)O)c(-c3ccc(Cl)nc3)n2)cc1	3.8	x	7.2	-3.1	0.8	10.8	x	-0.6
10	COc1ccc(NC(=O)N[C@@H]2CC[C@@H](CCn3cc(C4(O)CCCC4)nn3)O[C@@H]2CO)cc1	1.1	x	0.8	-0.4	1.2	-2.2	-14.7	3.3
11	Cc1ccc(C(=O)N2CC(C)OC(C)C2)cc1[N+](=O)[O-] (stereo not given)	x	x	x	-0.7	5.0	-8.8	6.0	x
12	CN1CCC(NC(=O)NC2CCCCC2)CC1	-0.1	-2.2	-0.6	3.3	12.0	23.2	3.3	-9.4
13	CC=Cc1ccc2n(c1=O)C[C@H]1[C@H](CO)[C@@H](C(=O)N[C@@H](C)c3ccccc3)N(C(=O)c3ccccn3)[C@@H]21 (mixture of isomers)	0.8	0.2[16.7 µM]	27.4	-2.0	-5.1	1.2	x	44.6
14	CO[C@@H]1CN(C)C(=O)c2cc(NS(C)(=O)=O)ccc2OC[C@@H](C)N(CC2CC2)C[C@@H]1C	-3.9	x	9.5	-1.4	20.0	-10.8	11.7	0.1
15	CCOc1ccc(Cn2nnc(C(=O)Nc3ccc(OC)cc3OC)c2N)cc1	1.7	-6.1	3.7	-1.3	-3.2	-5.4	-4.9	-2.8

A few values from the list.
`CCOc1ccc(Cn2nnc(C(=O)Nc3ccc(OC)cc3OC)c2N)cc1` in FN deposit inh shows -5.4
`CO[C@H]1CN(C)C(=O)c2ccc(NC(=O)Nc3cccc(F)c3)cc2OC[C@H](C)N(C(C)=O)C[C@H]1C` in PGC1a acetyl inh shows 3.8
`CCN1CCN(S(=O)(=O)c2ccc3ccccc3c2)CC1` in CFTR F508del cor shows 1.9

(cont.)
nr	Molecule	PglD inh	miR122 inh	Statin myotox sup	CFTR F508del cor	GSIS activator	FN deposit inh	PGC1a acetyl inh	Cneo AK release
16	CCCCSc1nc2c(=O)[nH][nH]c(=O)c2n1Cc1ccccc1	2.3	-8.2	4.1	x	x	x	-2.5	-1.5
17	Cc1ccc2nc(-c3ccccn3)c(N)n2c1	0.5	-1.4	-45.5	-0.6	x	8.9	-2.3	4.5
18	CC1(C(=O)Nc2ccc3[nH]ncc3c2)CCN1C(=O)C1(c2ccccc2)CC1 (stereo not given)	-4.4	0.9	-14.4	0.5	x	4.1	-31.3	-0.1
19	O=C(N/N=C/c1ccc(OCc2ccccc2)cc1)c1ccncc1	-1.6	3.3	-7.2	x	-3.5	0.9	11.6	0.1
20	O=C(Nc1ccc2c(c1)[C@@H]1C[C@H](CC(=O)N3CCc4ccccc4C3)O[C@@H](CO)[C@@H]1O2)Nc1ccccc1F	4.6	-3.0[16.7 µM]	1.0	1.5	-15.1	3.7	-11.1	4.4
21	CC(C)CNC(=S)Nc1ccc(S(N)(=O)=O)cc1	6.1	-9.3	x	x	-9.2	0.2	x	-0.1
22	CCn1nc(C)c(NC(=O)Nc2cccc(Cl)c2Cl)c1C	x	x	x	-0.5	13.2	-7.5	0.7	x
23	Cc1ccc(-c2ccc(/C=N/NC(=O)CN3CCCC3)o2)cc1Cl	-3.7	x	-2.6	x	1.9	x	x	-2.7
24	O=C(Nc1ccc(C(O)(C(F)(F)F)C(F)(F)F)cc1)c1ccc(Cl)c([N+](=O)[O-])c1	-1.8	29.5	-26.9	x	-11.0	-1.0	4.2	1.6
25	CCN(CC(=O)Nc1ccccc1OC)C(=O)CSCc1c(C)noc1C	-0.6	x	4.2	-1.5	10.7	-3.8	x	1.2
26	Cc1cccc(-n2c(SCC(=O)Nc3nonc3C)nnc2-c2ccoc2C)c1	-0.3	8.6	-2.1	x	x	7.0	18.2	-0.4
27	COC(=O)c1ccc(NC(=O)CSc2ccccc2)cc1	-4.1	-0.4	-2.9	x	-5.2	x	-3.5	-1.8
28	O=C(Cn1cnc(Cl)c1Cl)c1ccccc1	17.1	-4.5	-0.2	-0.7	2.1	-4.7	-0.2	0.5
29	CC(=O)Oc1cccc(C(=O)Nc2ccc(NC(=O)c3cccs3)cc2)c1	2.6	-0.8	x	-3.3	16.3	-0.6	-18.0	-0.6
30	CCc1nc(SCC(=O)c2ccccc2)c2c(=O)n(C)c(=O)n(C)c2n1	x	-0.7	-12.5	-2.0	40.7*	-3.4	6.4	x
31	COc1cccc(-c2cnc3c(NC(C)=O)cc(-c4ccncc4)cn23)c1	0.6	-2.8	-17.8	1.0	8.4	7.0	4.6	0.6
32	N#CCCn1nc(-c2ccccc2)cc1Nc1ccccc1NC(=O)C(F)(F)F	-3.7	16.9	11.5	-0.4	-6.0	0.4	-6.4	-3.3
33	O=C(c1ccoc1)N1CCN(c2cc(-c3cccnc3)nc3cc(-c4cccc(Cl)c4)nn23)CC1	-0.6	1.5	-6.9	-1.4	4.2	-10.9	x	0.9
34	Cc1onc(-c2c(F)cccc2Cl)c1C(=O)NNC(=O)C1CCN(Cc2cccc(F)c2)CC1	-4.9	-2.2	12.9	-2.8	-14.5	-1.9	x	0.2
35	CC(=O)c1c(C)[nH]c(C(=O)CSc2nc3ccc(C)cc3[nH]2)c1C	1.1	7.6	-35.4	x	x	x	-14.0	4.4
36	Cc1ccc(C(=O)N2CCN(c3cccc(Cl)c3)CC2)cc1C	0.0	4.7	-0.6	0.8	-10.4	x	0.1	-0.2
37	CCSC1=N/C(=C\c2ccc(C)s2)C(=O)S1	-9.9	-9.0	x	x	-2.2	2.0	x	0.8
38	COCCn1c(N2CCN(c3ccccc3)CC2)nc2c1c(=O)n(C)c(=O)n2C	-10.4	5.2	4.0	-1.9	-14.7	2.1	3.7	2.0
39	CC(=O)C[C@@H](O)CC(=O)[C@@H]1OC(=O)[C@@H](C)C/C=C\Cc2ccccc21	-5.1	-1.3	7.2	1.5	7.7	0.5	13.7	0.5
40	CC(C)NC(=O)Nc1ccc2c(c1)C(=O)N([C@@H](C)CO)C[C@@H](C)[C@H](CN(C)C(=O)Nc1ccccc1)OCCCC[C@@H](C)O2	x	-8.0[16.7 µM]	x	2.4	-3.0	-2.9	-6.5	x
41	Cc1ccccc1S(=O)(=O)NCC[C@H]1CC[C@@H](NC(=O)C2CCCCC2)[C@@H](CO)O1	-2.2	x	2.8	0.6	-8.0	6.5	-5.7	-0.5
42	CCOC(=O)Cc1c(C)nc(Cc2ccc(OC(C)C)cc2)[nH]c1=O	1.3	-5.7	2.8	-3.4	-2.3	-0.4	-2.3	0.1
43	CCOc1ccc(NC(=O)COc2ccc(C(=O)NCCc3ccccc3)cc2)cc1	3.3	17.9	x	-0.6	-10.3	6.4	x	1.3
44	COCC(=O)N(C)C[C@@H]1Oc2ncc(C#CC3(O)CCCC3)cc2C(=O)N([C@@H](C)CO)C[C@H]1C	4.0	14.0[16.7 µM]	-1.4	1.3	14.0	-13.4	-3.6	-4.4
45	COc1cccc(CC(NC(C)=O)C(=O)NC2CCN(c3nnnn3-c3ccccc3)CC2)c1 (stereo not given)	4.9	-1.0	5.3	x	x	-3.8	-12.7	-0.4
46	COc1cccc(S(=O)(=O)N[C@@H]2CC[C@@H](CCn3cc(-c4ccccc4OC)nn3)O[C@@H]2CO)c1	-2.2	x	-0.7	2.2	17.1	6.3	10.7	42.8
47	COc1ccc(O)c(C(=O)c2cnn(C(=O)c3cccc(S(=O)(=O)N4CCOCC4)c3)c2)c1	-5.3	8.2	4.5	0.0	13.4	2.0	0.8	4.8
48	CCC1CCCCN1CCNS(=O)(=O)c1ccc2c(c1)oc(=O)n2C (stereo not given)	-0.4	x	4.0	-2.8	3.9	0.4	x	4.2
49	CC1(C)C(c2ccccc2)=[N+]([O-])CN1O	4.6	0.8	x	x	x	x	11.4	3.0
50	C#CCOCCOCCOCCNc1nc(N2CCN(C(=O)[C@H](CCC(=O)O)n3cc(C(N)Cc4ccc(O)cc4)nn3)CC2)nc(N2CCN(C(=O)[C@H](CCC(=O)O)n3cc(C(N)[C@H](C)CC)nn3)CC2)n1 (stereo not given in full)	-6.1	-1.6	0.0	x	x	x	6.4	2.2
51	C[C@@H]1CN([C@H](C)CO)C(=O)c2cc(C#CC3(O)CCCC3)cnc2O[C@H]1CN(C)S(=O)(=O)c1ccc(F)cc1	-3.3	1.4[16.7 µM]	30.8	1.2	7.8	x	-1.9	-0.7
52	Cc1ccccc1OCCC(=O)OCC(=O)Nc1c(F)cccc1F	4.9	-5.9	16.5	0.3	-5.9	7.3	2.8	-0.3
53	Cc1ccc(NC(=S)NNc2ccc(C(=O)O)cc2[N+](=O)[O-])cc1C	x	x	x	-4.9	-26.6	6.0	-2.0	x
54	C[C@H](CO)N1C[C@H](C)[C@@H](CN(C)C(=O)Nc2ccc(C(F)(F)F)cc2)Oc2ccc(NC(=O)Nc3ccc4c(c3)OCO4)cc2C1=O	-3.4	x	22.7	-0.8&2.8	-10.6&-5.2	10.4&-6.5	1.9	0.9
55	CC(C)CCNC(=O)C1(c2cccs2)CCOCC1	-1.6	-3.3	-10.6	1.3	x	18.6	2.8	-2.5
56	OCCCc1nc2ccccc2[nH]1	4.2	-4.3	-4.0	-3.1	28.0	5.1	9.2	-4.4
57	CC(C)c1cccc(C(C)C)c1NC(=O)CN(C)C1CCS(=O)(=O)C1 (stereo not given)	-1.0	-3.8	6.0	-3.2	x	-1.2	7.9	2.3
58	C[C@H](CO)N1C[C@H](C)[C@H](CN(C)C(=O)CC2CC2)Oc2cc(C#CC3CC3)ccc2S1(=O)=O	15.8	9.6[16.7 µM]	25.7	-1.8	6.3	0.6	-44.7	-1.2
59	N#C/C(=C\c1coc2ccccc2c1=O)C(N)=S	x	x	x	-3.5	5.3	6.1	-1.9	x
60	CSc1ncccc1C(=O)OCC(=O)NCc1ccccc1	-1.3	-8.5	11.0	1.7	3.6	3.0	1.4	-0.1

A stretch from further up, as a working copy:
nr	Molecule	PglD inh	miR122 inh	Statin myotox sup	CFTR F508del cor	GSIS activator	FN deposit inh	PGC1a acetyl inh	Cneo AK release
46	COc1cccc(S(=O)(=O)N[C@@H]2CC[C@@H](CCn3cc(-c4ccccc4OC)nn3)O[C@@H]2CO)c1	-2.2	x	-0.7	2.2	17.1	6.3	10.7	42.8
47	COc1ccc(O)c(C(=O)c2cnn(C(=O)c3cccc(S(=O)(=O)N4CCOCC4)c3)c2)c1	-5.3	8.2	4.5	0.0	13.4	2.0	0.8	4.8

Compounds were not picked by outcome; any-hit rate near 2.1%.
